SF-1 act: activators of human SF-1, primary screen, cell-based, CHO-K1, Gal4-SF-1 LBD, luciferase luminescence; CHO-K1 Gal4-SF-1 LBD luciferase reporter; % increase over DMSO SF-1-specific signal; Steroidogenic factor 1 (Homo sapiens), Q13285; AID 522, 2006; 65,000 tested, 1.9% active; activation, % at 10 µM;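 active means activation above the mean activation of all tested compounds plus 3 SD, cut at about 50% in these data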
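material = CHO-K1 cells with Gal4–hSF-1 LBD chimera plus Gal4-driven luciferase | compound = 10 µM single point, 1% DMSO | incubation = 20 h compound exposure at 37 °C after 1 h cell settling | measured by = SteadyLite luciferase luminescence | evaluation = percent activation relative to DMSO median and mock-transfected background | control set = DMSO negative control and −SF1 background wells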
5-HT1A blocker: human 5-HT1a receptor antagonists, primary screen, cell-based, CHO, Ga15 NFAT-bla reporter. 62,000 tested, 0.68% active. CHO 5-HT1a Ga15 NFAT-bla reporter, antagonist mode. 5-hydroxytryptamine receptor 1A (Homo sapiens), P08908. inhibition, % at 10 µM;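 active means inhibition above the mean of all tested compounds plus 3 SD, cut at about 43% in these data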;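 further: receptor stimulated by 5-CT agonist at 100 nM near EC80; beta-lactamase reporter measured by ratiometric fluorescence of a cleavable substrate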
Target sequence (P08908 whole entry, looked up): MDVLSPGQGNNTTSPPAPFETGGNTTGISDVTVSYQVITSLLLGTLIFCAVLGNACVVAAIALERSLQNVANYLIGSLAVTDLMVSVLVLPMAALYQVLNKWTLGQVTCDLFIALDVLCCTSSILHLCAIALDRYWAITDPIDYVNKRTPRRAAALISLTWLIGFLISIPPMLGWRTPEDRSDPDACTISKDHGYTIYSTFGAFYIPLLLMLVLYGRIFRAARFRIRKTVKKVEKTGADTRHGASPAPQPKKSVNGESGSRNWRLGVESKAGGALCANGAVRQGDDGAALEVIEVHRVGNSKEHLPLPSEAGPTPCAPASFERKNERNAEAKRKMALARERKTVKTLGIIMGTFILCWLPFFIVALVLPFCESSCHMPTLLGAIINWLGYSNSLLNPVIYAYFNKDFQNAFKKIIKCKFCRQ
HTR1E antagonist: 5-HT1E receptor antagonists, primary screen, cell-based, HTS; 5-hydroxytryptamine receptor 1E (Homo sapiens), P28566; CHO 5-HT1E Ga15 NFAT-bla reporter, FRET, antagonist; inhibition, % at 6 µM; 65,000 tested, 0.99% active; AID 571, 2007;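 active means inhibition above a set limit, the mean inhibition across every tested compound plus 3 SD, cut at about 29% in these data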;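 further: signal is the 460 over 535 nm emission ratio of beta-lactamase substrate; 0% = agonist plus DMSO wells and 100% = wells without agonist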
RORa activator: activators of orphan receptor RORA, primary screen, cell-based, luminescence. activation, % at 10 µM. CHO-K1 Gal4-RORA LBD luciferase reporter; percent increase over mock-subtracted basal signal. Nuclear receptor ROR-alpha (Homo sapiens), P35398. 65,000 tested, 1.5% active;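 active means activation above the mean of all tested compounds plus 3 SD, cut at about 49% in these data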;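 further: 0% = DMSO-treated RORA cells and 100% = added signal equal to DMSO minus mock-transfected cells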
Target sequence (P35398 whole entry, looked up, the tested form may be a part): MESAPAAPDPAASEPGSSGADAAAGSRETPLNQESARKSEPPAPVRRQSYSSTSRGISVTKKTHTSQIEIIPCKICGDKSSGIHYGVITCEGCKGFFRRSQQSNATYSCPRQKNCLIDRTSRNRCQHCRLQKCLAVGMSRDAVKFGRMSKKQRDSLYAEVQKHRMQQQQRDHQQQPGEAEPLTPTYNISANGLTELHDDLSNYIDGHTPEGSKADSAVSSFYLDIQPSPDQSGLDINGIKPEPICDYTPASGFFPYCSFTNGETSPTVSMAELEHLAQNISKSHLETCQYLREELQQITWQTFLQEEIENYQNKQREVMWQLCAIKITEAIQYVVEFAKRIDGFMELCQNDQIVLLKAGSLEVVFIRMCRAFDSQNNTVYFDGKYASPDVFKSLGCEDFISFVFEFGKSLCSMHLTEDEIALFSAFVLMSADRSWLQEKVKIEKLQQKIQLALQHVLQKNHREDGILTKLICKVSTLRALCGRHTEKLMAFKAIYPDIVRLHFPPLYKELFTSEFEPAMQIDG
MMP-13 inhibitor: human MMP13 inhibitors, primary screen, biochemical, FRET peptide cleavage; Collagenase 3 (Homo sapiens), P45452; MMP-13 fTHP FRET cleavage, Mca fluorescence; inhibition, % at 4 µM; 65,000 tested, 0.07% active;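 active means inhibition above the mean of compound-free control plate wells plus 3 SD, cut at about 14% in these data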;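 further: 0% = DMSO wells and 100% = wells with reference MMP-13 inhibitor after basal subtraction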
NADH enzymes: inhibitors of PK/LDH coupling enzymes, profiling panel, artefact control, biochemical, MLSMR library. coupled PK/LDH NADH assays, four targets. IC50, µM (doses to about 10 µM), inactives show top-dose inhibition. 65,000 tested, 0.02% active;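 active means single-dose screening hits from any of four coupled enzyme assays that gave an IC50 when retested across doses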;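 further: the DPM-DC format reads NADH fluorescence rather than 340 nm absorbance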
HTR1A agonist: human 5-HT1a receptor agonists, primary screen, cell-based, CHO, Ga15 NFAT-bla reporter; 65,000 tested, 0.56% active; CHO 5-HT1a Ga15 NFAT-bla reporter, FRET ratio; 0% basal, 100% maximal reference agonist; 5-hydroxytryptamine receptor 1A (Homo sapiens), P08908; AID 567, 2006; activation, % at 10 µM;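 active means activation above the screen-wide mean activation plus 3 SD, cut at about 19% in these data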;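 further: 0% = DMSO wells and 100% = 5-CT at EC100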
Ecoli tolC: growth inhibitors of E. coli tolC mutant, primary screen, strain BW25113 ΔtolC::kan, 384-well. OD615. growth inhibition, % at 10 µM (by protocol). 65,000 tested, 2.2% active. AID 573, 2007;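 active means growth inhibition at or above a cutoff equal to the mean over every tested compound plus 3 SD, cut at about 60% in these data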;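 further: growth measured after 20 h incubation at 37 °C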
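System: E. coli ΔtolC::kan strain BW25113; Buffer or medium: LB broth supplemented with 50 µg/mL kanamycin; Compound: 10 µM final, single dose; Incubation: bacterial growth with compound for 20 h at 37 °C; Signal: A615 absorbance measurement; Evaluation: growth inhibition in percent.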
5HT1E ag: 5-HT1E receptor agonists, primary screen, cell-based, HTS. CHO 5-HT1E Ga15 NFAT-bla reporter, FRET; 0% DMSO wells, 100% control agonist wells. AID 574, 2007. 65,000 tested, 0.69% active. activation, % at 6 µM. 5-hydroxytryptamine receptor 1E (Homo sapiens), P28566;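 active means activation above a set limit, the screen-wide mean activation plus 3 SD, cut at about 8.5% in these data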;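 further: 100% = positive control agonist at 1 µM giving full maximal response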
* = called active by the depositor; i = inactive; x = not tested or not shown; [ ] = remark or other dose. Compounds were not picked by outcome, and some 7.2% of all compounds hit somewhere here.

SMILES	SF-1 act	5-HT1A blocker	HTR1E antagonist	RORa activator	MMP-13 inhibitor	NADH enzymes	HTR1A agonist	Ecoli tolC	5HT1E ag
CCOC(=O)C1C(=O)NC(N2CCN(c3ccccc3)CC2)=NC1c1ccco1 (centres undefined)	-9	0	0	-14	0	7%	-0.5	-8	0.7
CN(Cc1ccccc1)Cc1ccccc1F	-9	3	-9	5	0	11%	-2.4	-17	-0.6
CCn1c(SC/C=C/c2ccccc2)nnc1-c1cccs1	2	9	-6	-20	3	7%	-0.7	30	0.3
COc1ccc(NC(=O)C2CCN(C(=O)NCc3ccccc3)CC2)cc1	-9	-3	-1	0	-1	6%	-0.6	-18	0.4
Cn1nc(-c2ccc(OCC(=O)Nc3cccnc3)cc2)c2ccccc2c1=O	-1	0	1	-4	2	11%	-1.6	6	-0.3
N#C/C(C(=O)c1ccccc1)=C1/CCCN1	15	-20	-12	0	-2	3%	-1.3	-2	0.3
COc1cccc(NC(=O)CSc2ccccn2)c1	11	3	-3	4	5	3%	-4.1	7	0.2
[N-]=[N+]=CC(=O)C(Cc1ccccc1)N1C(=O)c2ccccc2C1=O (centres undefined)	-17	14	-2	-12	-3	3%	-2.3	0	0.3
O=C1c2ccccc2C(=O)N1CC1=CCS(=O)(=O)C1	-22	4	4	-4	2	7%	-2.6	-18	-1.2
CCCC(=O)Nc1nc(C(=O)OCC)cs1	8	1	-3	34	0	2%	-1.9	-4	-0.6
CC(C)Cn1c(N)c(C(=O)NCc2cccs2)c2nc3ccccc3nc21	-12	-57	-17	-10	-180[fluorescence artefact?]	3%[fluoresces]	78*	79*	18*
Cc1nc2cc(CO)ccc2s1	3	6	-9	-2	3	6%	-1.9	-6	1.6
Cc1cccc(C(=O)O)c1NC(=O)c1ccc(F)cc1	-8	-6	-10	-4	6	5%	-0.1	0	0.2
CCN(C1CCCCC1)S(=O)(=O)c1ccc(C(=O)O)cc1	13	-1	3	-9	-2	5%	-0.2	4	-1.7
CCCc1cc(=O)n2[nH]c(NCc3c(F)cccc3Cl)nc2n1	-15	12	5	0	-3	4%	-3.3	15	0.6

An excerpt of these results, in CSV form:
structure,SF-1 act,5-HT1A blocker,HTR1E antagonist,RORa activator,MMP-13 inhibitor,NADH enzymes,HTR1A agonist,Ecoli tolC,5HT1E ag
Cn1nc(-c2ccc(OCC(=O)Nc3cccnc3)cc2)c2ccccc2c1=O,-1,0,1,-4,2,11%,-1.6,6,-0.3
N#C/C(C(=O)c1ccccc1)=C1/CCCN1,15,-20,-12,0,-2,3%,-1.3,-2,0.3
COc1cccc(NC(=O)CSc2ccccn2)c1,11,3,-3,4,5,3%,-4.1,7,0.2
[N-]=[N+]=CC(=O)C(Cc1ccccc1)N1C(=O)c2ccccc2C1=O (centres undefined),-17,14,-2,-12,-3,3%,-2.3,0,0.3
O=C1c2ccccc2C(=O)N1CC1=CCS(=O)(=O)C1,-22,4,4,-4,2,7%,-2.6,-18,-1.2
CCCC(=O)Nc1nc(C(=O)OCC)cs1,8,1,-3,34,0,2%,-1.9,-4,-0.6
CC(C)Cn1c(N)c(C(=O)NCc2cccs2)c2nc3ccccc3nc21,-12,-57,-17,-10,-180[fluorescence artefact?],3%[fluoresces],78*,79*,18*
Cc1nc2cc(CO)ccc2s1,3,6,-9,-2,3,6%,-1.9,-6,1.6
Cc1cccc(C(=O)O)c1NC(=O)c1ccc(F)cc1,-8,-6,-10,-4,6,5%,-0.1,0,0.2

Three of the entries above in order of their number in MMP-13 inhibitor, largest number first:
SMILES | MMP-13 inhibitor
CN(Cc1ccccc1)Cc1ccccc1F | 0
CCN(C1CCCCC1)S(=O)(=O)c1ccc(C(=O)O)cc1 | -2
CCCc1cc(=O)n2[nH]c(NCc3c(F)cccc3Cl)nc2n1 | -3

New compounds follow
SMILES	SF-1 act	5-HT1A blocker	HTR1E antagonist	RORa activator	MMP-13 inhibitor	NADH enzymes	HTR1A agonist	Ecoli tolC	5HT1E ag
CC(=O)c1ccc(NC(=O)CCC(=O)OCC(F)(F)C(F)F)cc1	-2	-4	16	-17	4	3%	-0.4	-9	-0.1
Cc1cccc(NC(=O)CSc2n[nH]c(-c3ccncc3)n2)c1	-7	-6	-3	-9	-4	5%	3.1	15	0.7
Cn1c(-c2ccc3ccccc3n2)nc2cnccc21	65*	0	9	55*	-8	9%	1.1	-5	0.4
O=C(CSc1nnc(Cn2c(=O)sc3ccccc32)n1-c1ccccc1)NCc1ccco1	-11	-20	-6	-22	1	2%	-2.4	5	-0.3
O=C(CN1CCOCC1)n1c2ccccc2c2ccccc21	40	-7	1	10	3	7%	-0.3	6	-0.6
COc1ccc(N2CCN(CCCNC(=O)C3CCCN(S(=O)(=O)c4cnc[nH]4)C3)CC2)cc1 (centres undefined)	15	9	10	0	4	3%	-1.7	1	-0.8
O=C(CN1CCN(c2nc(-c3ccc(F)cc3)cs2)CC1)NCc1ccc2c(c1)OCO2	2	17	9	0	1	2%	0.0	80*	-0.8
CCOC(=O)c1csc(NC(=O)CSc2nnnn2-c2ccc(OCC)cc2)n1	-1	-1	-3	-10	5	7%	-1.3	-26	-0.9
COC(=O)C1=C(C)NC(=O)CC1c1ccc(F)c(Br)c1 (centres undefined)	5	5	-1	-15	2	0%	-2.5	3	-0.7
CCOc1ccc(C(=O)c2nc3c(n2O)CCCC3)cc1	-13	-8	0	-21	4	8%	-1.6	-4	0.5
CCOC(=O)N1CCC(NC(=O)c2cc(S(=O)(=O)N3CCOCC3)ccc2F)CC1	13	-9	10	-8	4	6%	-3.3	-7	1.1
COc1ccc2cc3cc(C(=O)NCCCN4CCOCC4)oc3nc2c1	-8	-8	-10	4	i[fluorescence artefact?]	2%[fluoresces]	0.1	-9	-0.5
Cc1nn(Cc2ccc(C(=O)Nc3ccc(C(=O)OC(C)C)cc3)o2)c(C)c1Cl	15	17	-3	31	-1	5%	0.6	18	-0.3
Cn1c(CCN2CCOCC2)nc2cc(NC(=O)COc3ccccc3)ccc21	0	-10	-6	18	-3	4%	-0.3	-22	1.8
CCC(C)NC(=O)c1cc(OC)c(OC)c(OC)c1 (centres undefined)	-1	-10	12	3	-4	9%	-2.0	-9	-0.5
COc1ccc(-n2c(Cc3cccn3C)nnc2SCC(=O)Nc2ccc(Cl)cc2)cc1	-10	9	1	-13	3	1%	-3.5	20	0.2
Cc1ccc(-n2ncc3c2ncn2c(-c4ccncc4)nnc32)cc1	-4	4	-6	23	2	7%	0.1	0	0.9
O=C(c1cc(-c2ccc(Cl)cc2Cl)on1)N1CCOCC1	-5	-8	-6	-14	-1	5%	-3.4	7	0.1
Cc1cc(C(=O)N2CCC(C(F)(F)F)n3nccc32)on1 (centres undefined)	2	-3	7	-23	0	4%	-3.0	-4	-0.2
Cc1ccc(C(=O)C2=C(O)C(=O)N(c3ncccn3)C2c2cccc(Cl)c2)o1 (centres undefined)	-10	x	-8	-5	1	9%	1.3	9	0.2
COc1ccc(C2c3c(oc4ccc(Cl)cc4c3=O)C(=O)N2Cc2ccco2)cc1OC (centres undefined)	9	-3	4	-21	1	4%	-2.4	-13	1.6
CC(=O)Nc1ccc2c(c1)nc(CCN1CCOCC1)n2C	-6	-1	-11	8	0	5%	-1.9	-20	3.1
Cc1ccc2nc(Cc3ccc(N)cc3)oc2c1	68*	3	0	39	-2	12%	-2.9	9	-0.4
CCOC(=O)CSc1nnc(Cc2cc(=O)[nH]c(=O)[nH]2)n1-c1cccc(OC)c1	-9	-16	0	-17	3	6%	-2.0	-7	0.3
CC(=O)c1ccc(NC2c3ncccc3C(=O)N2Cc2ccc(F)cc2)cc1 (centres undefined)	16	-3	6	-11	0	7%	0.7	4	0.6
COc1ccc(CCN2CC(O)=C(c3nc4ccccc4c(=O)[nH]3)C2=N)cc1OC	-2	3	-7	-27	-51[fluorescence artefact?]	4%[fluoresces]	3.2	4	0.6
COc1ccc(OC)c(NC(=O)c2cnc3n(c2=O)CCS3)c1	2	-4	-5	11	-10	6%	-0.3	-13	0.9
Cn1c(=N)c(S(=O)(=O)c2ccc(F)cc2)cc2c(=O)n3ccccc3nc21	8	-18	-8	4	-74[fluorescence artefact?]	13%[fluoresces]	8.0	4	1.7
CC(=O)NC(C)c1ccc(Cl)c(Cl)c1 (centres undefined)	10	3	-6	-5	-2	0%	-4.1	0	-0.6
COc1ccc2c3c(c(=O)oc2c1OCC(=O)C(C)(C)C)CCCC3	-1	10	9	-18	-62[fluorescence artefact?]	4%[fluoresces]	1.1	11	-1.3
CCCCCCCCNC(C)C(O)c1ccc(SC(C)C)cc1 (centres undefined)	-20	x	13	-34	0	2%	2.0	10	-0.1
COc1ccc(C2SCCN2S(=O)(=O)c2ccc(F)cc2)cc1OC (centres undefined)	17	0	0	-18	1	7%	-0.9	18	-0.6
CC(C(=O)NC(=O)NCc1ccccc1)N1C(=O)c2ccccc2C1=O (centres undefined)	-1	x	-9	-2	0	1%	1.5	11	-0.1
O=C(NCc1cccs1)c1cccc(S(=O)(=O)N2CCCCC2)c1	3	-7	-5	-12	-3	7%	-1.1	8	-0.3
COCc1[nH]nc2c1C(c1ccc(F)cc1F)C(C#N)=C(N)O2 (centres undefined)	-18	4	0	12	1	4%	-2.1	6	-0.7
Cc1cc(NC(=O)CCC(=O)N(c2cccnc2)C(C(=O)NC2CCCC2)c2ccccc2F)no1 (centres undefined)	14	1	2	-18	-2	1%	-2.3	-3	-0.3
C=CCn1c(NCCO)nc2c1c(=O)n(C)c(=O)n2C	0	-8	5	-2	-2	7%	0.0	-11	0.0
CC(=O)Nc1ccc(S(=O)(=O)N2CCCCC2c2cccnc2)cc1 (centres undefined)	6	0	11	0	2	6%	1.0	6	-0.5
CCOC(=O)C1CCN(C(=O)Nc2ccc3nc(-c4ccco4)c(-c4ccco4)nc3c2)CC1	-4	-8	-3	-1	2	15%	0.5	14	-0.2
CC(=O)Nc1nnc(SCC(=O)NC(C)(C)C)s1	5	9	8	-7	-4	10%	13	-2	0.6

Compound activity from PubChem.
